High-throughput results: PubChem BioAssay, several laboratories
NOD1 inhibition – inhibition of NOD1-driven NF-kB reporter – cell-based, luminescence, uHTS, primary screen (AID 1578). NOD1-driven NF-kB luciferase reporter cells, luminescence; higher % means a stronger effect. inhibition, % at 4 µM, or EC50 in µM where a hit was titrated. 290,000 compounds, 1% hits; in the data active = inhibition mostly above about 36%, no sharp cut-off; inactive = mostly below about 34%;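 note: HEK-293T reporter cells stimulated with the NOD1 agonist gamma-tri-DAP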
KOR beta-arrestin-1 – KOR agonists, beta-arrestin recruitment, primary screen, cell-based, luminescence, uHTS (AID 1777); 280,000 compounds, 0.02% hits; one-dose activation, % at 10 µM; EC50 in µM for titrated hits; KOR beta-arrestin recruitment, luminescence; higher % means a stronger effect; in the data active = activation above about 50%, passing the limit was not always enough; note: a part of the inactive calls stands beside numbers as strong as those of hits
Myeloid diff MLP – compounds promoting myeloid differentiation; ER-HoxA9 myeloid progenitors, lysozyme-GFP differentiation, flow cytometry; calls only at 10 µM; 360,000 compounds, 1% hits; AID 624256;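 active = normalized GFP-positive differentiation at or above the plate's own cutoff, the solvent-only control mean plus 3 SD; inconclusive = no clear call, values can overlap the other calls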;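 note: cells exposed to compound for four days before flow analysis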
KOR beta-arrestin-2 – kappa opioid receptor blockers – cell-based, luminescence, uHTS (AID 1778) | KOR beta-arrestin recruitment, luminescence, antagonist mode; higher % means a stronger effect | inhibition, % at 10 µM, or IC50 in µM where a hit was titrated | 290,000 compounds, 0.091% hits; note: strong numbers were not always called active
NOD2 inhibition – NOD2 signaling inhibitors, cell-based, luminescence, uHTS, HEK293 (AID 1566); HEK293 NOD2/NF-kB luciferase reporter, luminescence; higher % means a stronger effect; one-dose inhibition, % at 4 µM; EC50 in µM for titrated hits; 290,000 compounds, 0.63% hits; note: many of its hits are not listed in these tables
GPR55 LPI antagonism – inhibition of LPI-stimulated GPR55 beta-arrestin translocation – imaging, U2OS, beta-arrestin-GFP, LPI agonist, primary screen (AID 2013). U2OS GPR55 beta-arrestin-GFP translocation imaging, LPI antagonism; higher % means a stronger effect. one-dose inhibition, % at 10 µM; IC50 in µM for titrated hits. 290,000 compounds, 0.13% hits;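 active = spots per cell inhibited over 60%, with over 100 cells counted and total cytoplasm intensity under 500,000; inconclusive = wells with under 100 cells, flagged as likely toxic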;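 note: U2OS cells stably carrying GPR55 and arrestin-GFP stimulated by 5 µM LPI near EC80; imaged beta-arrestin-GFP aggregate spots per cell after agonist stimulation; plate controls were LPI-stimulated DMSO wells for no effect and DMSO wells without LPI for full effect; some results filed as inactive read as strong as hits; confirmed hits need IC50 under 10 µM and bright autofluorescent wells are also inconclusive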
T cell modulator – T cell immune modulation candidate; 2C CD8+ T cell-vesicle binding, flow cytometry; active compounds read low; calls only at 7 µM; 330,000 compounds, 0.068% hits; AID 2052;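 active = response, share of CD8 T cells binding vesicles, and their 90th percentile fluorescence all below set limits, cut at about 80% in these data, passing the limit was not always enough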
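incubation = binding step 1.5 h, 37 °C, antibody labelling 20 min, ice | test system = 2C mouse CD8+ T cells | read-out basis = percent CD8+ FL2 mean versus row control | controls = Peptide-free naked vesicles (low) and QL9 vesicles with 0.7% DMSO vehicle (high) | detection = flow cytometry of vesicle-bound cells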
GPR55 activation – GPR55 agonists via beta-arrestin recruitment, primary screen, imaging, U2OS cells, beta-arrestin-GFP redistribution (AID 1961); U2OS GPR55 beta-arrestin-GFP redistribution imaging; higher % means a stronger effect; 290,000 compounds, 0.048% hits; activation, % at 10 µM; hits with a dose series show EC50 in µM;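 active = activation above 40% with more than 50 cells counted in the well; inconclusive = wells holding fewer than 50 cells, flagged as toxic or sparse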;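 note: U2OS osteosarcoma cells stably expressing GPR55 and beta-arrestin-GFP; plate controls were DMSO negative control for no effect and LPI positive control for full effect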
NTR1 agonist – NTR1-driven beta-arrestin-GFP spot formation – imaging, U2OS cells, high content, primary screen (AID 493036). agonist mode. activation, % at 20 µM. 330,000 compounds, 0.17% hits;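 active = activation at or above 40% of the spot to cytoplasm intensity ratio, with at least 20 cells analyzed; inconclusive = wells under 20 cells, flagged as cytotoxic or low count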;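 note: 0% = DMSO without peptide and 100% = 100 nM NTR1 peptide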
Target sequence (P30989 whole entry, looked up): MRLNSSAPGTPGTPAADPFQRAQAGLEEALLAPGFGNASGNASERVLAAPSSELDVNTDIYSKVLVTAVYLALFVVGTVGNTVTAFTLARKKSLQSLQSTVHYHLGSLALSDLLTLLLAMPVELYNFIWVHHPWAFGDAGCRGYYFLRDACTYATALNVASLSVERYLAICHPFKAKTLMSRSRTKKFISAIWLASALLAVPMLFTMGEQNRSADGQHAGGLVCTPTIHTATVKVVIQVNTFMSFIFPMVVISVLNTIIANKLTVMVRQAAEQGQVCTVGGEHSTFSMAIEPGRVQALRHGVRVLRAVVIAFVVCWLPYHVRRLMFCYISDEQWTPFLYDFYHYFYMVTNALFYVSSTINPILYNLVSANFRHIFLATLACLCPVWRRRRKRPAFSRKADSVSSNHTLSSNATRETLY
T cell modulator vesicle-bound % – second read-out of T cell modulator, no call of its own (marks repeat the call); double positive events, %; measured here: CD8+ vesicle-bound cell fraction;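 binding gate set so that unloaded-vesicle control wells show 10% double positive cells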
NTR1 agonist cell count 20 µM – recorded beside NTR1 agonist, whose call it bears; cell count; measured here: cell count, cytotoxicity flag
Myeloid diff MLP GFP+ MAC1+ % – further read-out of Myeloid diff MLP, marked with its call; GFP+ MAC1+ double positive, %; measured here: differentiation confirmed by MAC1 staining
* hit, by the source's call; i = inactive; u = inconclusive; x = not tested or not shown; + = active, no number; [ ] = dose if it differs, or a comment. Cut-off read from the data, not from the text of the source, unless noted: active = inhibition above about 50%; inactive = the rest. This is a subset; count on the stated rates, not on these rows.

SMILES | NOD1 inhibition | KOR beta-arrestin-1 | Myeloid diff MLP | Myeloid diff MLP GFP+ MAC1+ % | KOR beta-arrestin-2 | NOD2 inhibition | GPR55 LPI antagonism | T cell modulator | T cell modulator vesicle-bound % | GPR55 activation | NTR1 agonist | NTR1 agonist cell count 20 µM
O=C(NC1CCCC1)c1cc(S(=O)(=O)N2CCOCC2)c(Cl)cc1Cl | -22% | -1.3% | i | 0.3 | -19%[20 µM] | 0% | 8% | i | 18 | -0.1% | -0.1 | 54
Cc1ccn(C(=O)c2ccc(NC(=O)C3CC3)cc2)n1 | -11% | -4.1% | i | 1.5 | 12%[20 µM] | 17% | -6% | i | 30 | 0.0% | -0.2 | 58
O=C(O)C1=C[C@@H](c2coc3ccccc3c2=O)C[C@@H](OCCCCO)O1 | -29% | -1.5% | i | 0.6 | -14% | -6% | -5% | i | 39 | -0.2% | -1.2 | 53
O=C(CSc1nc2ccccc2c(=O)n1-c1ccccc1)N1CCc2ccccc21 | -17% | -1.8% | i | 0.6 | -6% | 5% | 1% | i | 26 | -0.3% | 6.1 | 85
O=C1CCCc2[nH]c(-c3ccccc3)nc21 | 41% | x | i | 0.4 | -18%[20 µM] | -27% | -1% | i | 56 | -0.1% | -0.3 | 69
O=C(O)/C=C/c1ccc(S(=O)(=O)N2CCN(CCN3C(=O)C4C5C=CC(C5)C4C3=O)CC2)cc1 (configuration not stated) | -9% | 4.5% | i | 0.2 | 28% | 19% | 6% | i | 32 | -0.1% | 1.3 | 58
Cc1ccc(NS(=O)(=O)c2cc(C(=O)Nc3cccnc3)ccc2C)cc1 | -9% | -3.4% | i | 0.2 | 1% | -4% | 2% | i | 66 | -0.1% | 0.8 | 67
CCC[N+](C)(C)C(C)C(OC(C)=O)c1ccccc1 (configuration not stated) | 13% | -0.1% | i | 0.5 | 17% | 21% | -15% | i | 18 | 0.0% | 0.1 | 43
C=CCNC(=O)c1sccc1Oc1ccc(F)cc1[N+](=O)[O-] | -9% | -4.6% | i | 0.2 | -30% | 0% | -3% | i | 56 | 0.3% | -0.5 | 43
Cn1c([N+](=O)[O-])cnc1COC(N)=O | -46% | 1.4% | i | 0.7 | -12% | -2% | 10% | i | 16 | 0.1% | 1.2 | 54
Cc1nc(-c2ccccn2)sc1C(=O)O | -51% | -1.3% | i | 0.1 | -40% | 1% | 0% | i | 66 | -0.3% | 1.9 | 51
O=C(/C=C/c1ccc([N+](=O)[O-])cc1)OCC(=O)N1c2ccccc2Sc2ccccc21 | -18% | 1.3% | i | 1.5 | -21% | 2% | 9% | i | 47 | 0.1% | 0.6 | 68
O=C(c1ccc(C(F)(F)F)cc1)C1CCCN(C(=O)c2csnn2)C1 (configuration not stated) | -30% | -0.2% | i | 1.0 | 4% | 4% | -6% | i | 37 | 1.1% | 0.6 | 52
Cc1cc(C)n(CCNC(=O)CC2C(=O)NCCN2Cc2ccccc2C(F)(F)F)n1 (configuration not stated) | -22% | -2.7% | i | 0.1 | 12% | 14% | -7% | i | 34 | -0.3% | -0.6 | 50
CC1(C)CCCN(C(=O)N2c3ccccc3Sc3ccccc32)C1 | -8% | -1.0% | i | 0.5 | 20% | -68% | 49% | i | 57 | -0.1% | -1.6 | 107
CC(C)c1ccc(N(CC(=O)NCc2ccco2)C(=O)CCC(=O)Nc2nccs2)cc1 | -3% | 3.0% | i | 0.3 | -16% | -2% | 1% | i | 24 | -0.2% | 0.4 | 47
CNC(=O)N(O)C1N(/N=C/c2cccs2)C(=S)SC1(C)C (configuration not stated) | -7% | -1.2% | i | 0.8 | 0% | 2% | 5% | i | 34 | 0.6% | 2.7 | 61
CCc1ccc(S(=O)(=O)N/N=C(/C)c2ccncc2)cc1 | -27% | 1.4% | x | x | -20% | 10% | 12% | i | 63 | -0.1% | 0.5 | 63
CC1(C)NC(=O)N(CCCCOc2ccc(Br)cc2Cl)C1=O | -14% | -3.6% | i | 1.1 | -18% | -1% | 5% | i | 22 | 0.1% | 3.9 | 79
COc1ccc(C(=O)NCC(=O)OCC(=O)c2ccc(Cl)cc2)cc1OC | 18% | -3.2% | i | 0.4 | 14% | -9% | 7% | i | 38 | 0.1% | -1.6 | 71
Cn1nccc1-c1cc(Cl)cc(Cl)c1O | 2% | -4.3% | i | 0.2 | 17% | 16% | 15% | i | 22 | -0.2% | 0.9 | 56
Cc1ccc(NC(=S)N(CCCN2CCCC2)Cc2cccn2Cc2ccc(Cl)cc2)cc1C | -12% | 4.3% | i | 1.0 | 12% | -7% | 24% | i | 43 | 0.6% | 27 | 54
COc1ccc(CNC(=O)C2CCN(S(=O)(=O)c3ccc4nc5c(c(C(=O)O)c4c3)CC(C)CC5)CC2)cc1 (configuration not stated) | -2% | 1.1% | i | 0.9 | 6% | 2% | 2% | i | 31 | -0.2% | -2.2 | 59
CCc1ccc(CNC(=O)C2CCN(S(=O)(=O)N3CCCC3)CC2)cc1 | -16% | -0.5% | i | 6.5 | -41% | 2% | 7% | i | 27 | -0.1% | 0.6 | 63
O=C(O)c1oc2ccc(Br)cc2c1-n1cccc1 | -31% | 0.9% | i | 1.3 | 5% | -5% | 0% | i | 39 | -0.1% | 1.6 | 66
O=C(Nc1c2c(nn1-c1ccc(F)cc1)CS(=O)C2)c1ccco1 (configuration not stated) | -28% | -0.5% | x | x | -3% | 8% | 21% | i | 24 | -0.1% | 0.9 | 72
Oc1ccc(-c2nncn2-c2ccccc2)cc1 | -9% | x | i | 0.4 | -7%[20 µM] | 15% | -7% | i | 26 | 0.2% | -0.8 | 45
O=C(Nc1cccc(-c2nc3ccccc3[nH]2)c1)c1cccc(NC(=O)c2ccco2)c1 | x | 0.2% | i | 6.7 | -17% | -74% | 10% | i | 9 | -0.1% | 41* | 59*
Cc1ccc(NC(=O)N2CCCC2C(=O)NCc2cccs2)cc1 (configuration not stated) | -16% | 3.2% | i | 0.4 | -41% | 14% | -9% | i | 19 | 0.1% | -1.6 | 75
O=C(C1CCN(c2nnc(-n3cccc3)s2)CC1)N1CCN(c2cccc(C(F)(F)F)c2)CC1 | 6% | -2.0% | i | 1.2 | -21% | 6% | 23% | i | 25 | -0.2% | 0.4 | 40
Cc1sc(NC(=O)CN(Cc2ccccc2)C(=O)C2CC2)c(C(N)=O)c1C | -3% | -1.6% | i | 0.4 | -9% | 14% | -2% | i | 21 | -0.1% | -0.1 | 56
Cc1cc(C(=O)COC(=O)Cc2n[nH]c(=O)c3ccccc23)c(C)n1-c1ccc2c(c1)OCO2 | 28% | -3.1% | + | 1.3* | 16% | 18% | 26% | i | 46 | -0.4% | 1.8 | 47
CC1(C)Cc2ccccc2C(/C(=N/O)C(N)=O)=N1 | 8% | 3.3% | i | 1.2 | -22% | 9% | 14% | i | 14 | 0.1% | 0.7 | 74
CCCN1CCN(C(=O)Cn2c(=O)oc3cc(S(=O)(=O)NCc4ccccc4)ccc32)CC1 | -2% | -3.3% | i | 3.3 | 1% | 14% | 6% | i | 7 | 0.6% | -0.3 | 89
CCCNC(=O)c1ccccc1NC(=O)c1ccc2c(c1)NC(=O)C(C)S2 (configuration not stated) | -9% | 0.1% | u | x | 14% | 9% | -1% | i | 43 | -0.1% | 3.9 | 57
Cn1ncc(Br)c1C(=O)N1CCCCCC1 | -6% | 1.3% | i | 0.7 | -1% | 16% | 14% | + | 0.9* | -0.1% | 0.1 | 59
N/C(Cn1cncn1)=N\NC(=O)C(=O)Nc1ccccc1 | 0% | -6.9% | i | 0.8 | 13% | -3% | 1% | i | 58 | -0.1% | -0.9 | 42
Clc1ccc(Cc2noc(CN3CCN(c4ccccc4)CC3)n2)c(Cl)c1 | -12% | 7.2% | i | 9.5 | 17% | -5% | 3% | i | 23 | -0.1% | 0.4 | 45
COc1ccccc1OCCc1nnc(N)s1 | 0% | 0.4% | i | 7.4 | 3% | 10% | 7% | i | 47 | -0.2% | -0.7 | 55
CCOC(=O)C1(Cc2cccc(OC)c2)CCN(Cc2cnc(N)nc2)CC1 | -32% | -1.9% | i | 0.3 | -26% | -2% | 6% | i | 30 | 0.4% | 1.1 | 22
COc1ccc(S(=O)(=O)N2CCOC2CNC(=O)C(=O)NCCN2CCOCC2)cc1OC (configuration not stated) | -8% | 0.2% | i | 6.7 | -10% | 14% | -17% | i | 50 | -0.2% | 0.1 | 72

Among those listed so far, these contain a COOH group:
SMILES | NOD1 inhibition | KOR beta-arrestin-1 | Myeloid diff MLP | Myeloid diff MLP GFP+ MAC1+ % | KOR beta-arrestin-2 | NOD2 inhibition | GPR55 LPI antagonism | T cell modulator | T cell modulator vesicle-bound % | GPR55 activation | NTR1 agonist | NTR1 agonist cell count 20 µM
O=C(O)C1=C[C@@H](c2coc3ccccc3c2=O)C[C@@H](OCCCCO)O1 | -29% | -1.5% | i | 0.6 | -14% | -6% | -5% | i | 39 | -0.2% | -1.2 | 53
O=C(O)/C=C/c1ccc(S(=O)(=O)N2CCN(CCN3C(=O)C4C5C=CC(C5)C4C3=O)CC2)cc1 (configuration not stated) | -9% | 4.5% | i | 0.2 | 28% | 19% | 6% | i | 32 | -0.1% | 1.3 | 58
Cc1nc(-c2ccccn2)sc1C(=O)O | -51% | -1.3% | i | 0.1 | -40% | 1% | 0% | i | 66 | -0.3% | 1.9 | 51
COc1ccc(CNC(=O)C2CCN(S(=O)(=O)c3ccc4nc5c(c(C(=O)O)c4c3)CC(C)CC5)CC2)cc1 (configuration not stated) | -2% | 1.1% | i | 0.9 | 6% | 2% | 2% | i | 31 | -0.2% | -2.2 | 59
O=C(O)c1oc2ccc(Br)cc2c1-n1cccc1 | -31% | 0.9% | i | 1.3 | 5% | -5% | 0% | i | 39 | -0.1% | 1.6 | 66
